HepG2 viability: HepG2 cytotoxicity, counter-screen for TGF-b inhibitors | HepG2 CAGA-GFP viability, ATP luminescence, 18 h | AID 588856 | Potency, µM (titrated, usually from 46.1 µM), for the others: at the top dose activity change, negative = cytotoxicity, most hits filed as cytotoxic | hit rate 0.76% among 410,000; also: some results filed as inactive show a strong effect at the top dose
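HepG2 CAGA-GFP cells (1000/well, DMEM with 1% FBS) received compound, then TGF-beta at 500 pg/mL final, and were incubated 18 hours at 37 degrees C. Viability was read by CellTiter-Glo luminescence. Media-only wells were set as complete cell-killing and DMSO as no toxicity.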
TGFb inhibitor: inhibitors of TGF-b signaling; HepG2 CAGA-GFP TGF-b/SMAD3 reporter, GFP fluorescence, 18 h; TGF-beta stimulated, 500 pg/mL final; AID 588855; hit rate 1.2% among 410,000; Potency, µM (doses to about 46.1 µM), inactives show at the highest dose activity, negative = inhibition, usual class: inhibitors; also: % is scaled to controls: 0 for no effect and ±100 for the full control effect; nearly all actives have a fitted effect of over 65% in size
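TGF-beta reporter screen: HEPG2 CAGA-GFP, 1% FBS, 500 pg/mL TGF-beta final, 18 h; per-cell GFP summed per well; curves fitted and categorized by class.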
* hit, by the source's call; u = inconclusive; [ ] = dose if it differs, or a comment. Calls follow the shape of the dose curve; as a rule, active = well fitted curve in the direction sought with a large enough effect; inconclusive = small, poorly fitted or top-dose-only effect, or another doubt; inactive = no such curve, though single readings can be large; an effect the other way counts as inactive or inconclusive. Potency is read from the fitted curve at half-maximal effect.

SMILES | HepG2 viability | TGFb inhibitor
COc1cccc(/C=C/c2ccnc3ccccc23)c1OC | -26% | u
Cc1ccc(NC(=O)c2nc(S(=O)(=O)Cc3ccccc3F)ncc2Cl)cc1 | 10µM* | u
C=COC(=O)N1CCN(/[N+]([O-])=N/Oc2ccc([N+](=O)[O-])cc2[N+](=O)[O-])CC1 | -68% | 10µM*
CCN(CC)c1ccc(/C=C/C2=C3C=CC=CC3NC=C2)cc1 (stereo not given) | -26% | 82%[activator]
C[n+]1ccc(/C=C/c2cc[n+](C)c3ccccc23)c2ccccc21 | -69% | 7.1µM*
Cc1[nH]c2ccccc2c1/C=C/c1cnc2ccccc2n1 | -30% | -28%
CCOCCCNC(=O)c1c(NC(=O)c2nc(SCC)ncc2Cl)sc2c1CCCC2 | -2% | 16%
CC(=O)Nc1ccc(/C=C2\C=C(C(O)c3ccc(NC(C)=O)cc3)c3ccccc32)cc1 (stereo not given) | -52% | u
C(=C\c1ccnc2ccccc12)/c1ccccc1 | -23% | 3%
O=C(C[N+]1(CCO)CCOCC1)c1ccc(F)c2ccccc12 | 4% | 14%
CC/C(=C\c1ccc(C(=O)OC)cc1)c1cc(OC)cc2oc3ccccc3c12 | -32% | -29%
Cc1[nH]c2ccccc2c1C(=O)CNc1ccc(Br)cc1 | -31% | u
N#Cc1ccc(/C=C2/C=Cc3ccccc32)cc1 | 5% | -20%
C=CCn1c(SCC(=O)NCc2ccco2)nnc1-c1cccc(N(C)C)c1 | -32% | u
CC(C)(C)n1ncc2c(=O)n(Cc3ccc(-c4ccccc4C#N)cc3)cnc21 | 3% | -2%
CCN(Cc1cccc(S(=O)(=O)O)c1)c1ccc(C(=C2C=CC(=[N+](CC)Cc3cccc(S(=O)(=O)O)c3)C=C2)c2ccc(O)cc2S(=O)(=O)O)cc1 | -27% | u
CC(=O)C[n+]1cccc(Br)c1 | 9% | 5%
COC(=O)C1[C@H]2SC(C)(C)C(C(=O)OC)N2C(=O)N1Cc1ccccc1 (stereo not given in full) | -7% | -27%
CCc1ccc(NC(=O)CSc2nnc(-c3ccccc3)n2C)cc1 | 8% | 12%
COc1ccc(OC)c2c(/C=C/c3c[nH]c4ccccc34)ccnc12 | -4% | u

Sorted by value in TGFb inhibitor (highest first): 4 from the list above
molecule | TGFb inhibitor
CC(C)(C)n1ncc2c(=O)n(Cc3ccc(-c4ccccc4C#N)cc3)cnc21 | -2%
N#Cc1ccc(/C=C2/C=Cc3ccccc32)cc1 | -20%
COC(=O)C1[C@H]2SC(C)(C)C(C(=O)OC)N2C(=O)N1Cc1ccccc1 (stereo not given in full) | -27%
CC/C(=C\c1ccc(C(=O)OC)cc1)c1cc(OC)cc2oc3ccccc3c12 | -29%

(listing goes on)
SMILES | HepG2 viability | TGFb inhibitor
Cc1ccc2nc(CO)[nH]c2c1 | -1% | 6%
CC(C)=CNNC(=O)c1ccc(O)cc1 | -4% | -4%
Clc1ccc(Nc2nc(Nc3ccc(Cl)cc3)nc(N3CCOCC3)n2)cc1 | -13% | 11%
C=C1C=C(C(F)F)n2ncc(C(=O)NCc3ccc(OC)c(OC)c3)c2N1 | 10% | -4%
COc1cc2c(NC3CCN(C(C)C)CC3)nc(N3CCCN(C)CC3)nc2cc1OCCOCCN(C)C | -32% | 14µM*
CN(C)c1cc2c3ccccc3ccc2c2ccccc12 | -45% | -18%
Cc1cc(C)c2ccccc2n1 | -6% | -2%
C(=C\c1nccc2ccccc12)/c1ccc(N2CCOCC2)cc1 | -21% | -14%
S=c1nc[nH]c2n[nH]nc12 | -30% | 5%
O=C(C[n+]1ccncc1Cl)c1ccc(F)cc1 | -28% | u
C=CCNC(=O)c1cnn2c1NC(=C)C=C2C | -1% | 0%
COC(=O)C1=C(C(=O)OC)[C@]2([C@@H]3C/C=C\CN[C@@H](Cc4ccccc4)C(=O)N3Cc3ccccc3)C=C[C@H]1O2 | 3% | -13%
CN(C)c1ccc(/C=C/c2ccnc3c(Cl)ccc(Cl)c23)cc1 | -7% | 51%[activator]
C[N+](C)(CCCCCI)c1ccc(/C=C/c2nc3ccccc3s2)cc1 | -40% | 8.9µM*
CNC(=O)COc1ccccc1C(=O)Nc1ccccc1 | 4% | 6%
COc1cc(N)c(NC(=O)/C=C/c2nc3cc(OC)c(OC)cc3[nH]2)cc1OC | -2% | 12%
Cc1cc2nccc(/C=C/c3ccc(N(C)C)cc3)c2cc1C | -3% | 5%
Cn1cc(C2=C(c3cn(CCCSC(=N)N)c4ccccc34)C(=O)NC2=O)c2ccccc21 | 2µM* | 0.71µM*
CCOc1ccc(/C=C/c2ccc3ccccc3[n+]2C)cc1OCC | -4% | 0%
Cc1cc(C)c(S(=O)(=O)Nc2cccc(C(F)(F)F)c2)c(C)c1 | -102% | u
Cc1ccc2c(C)ccnc2c1 | -18% | u
O=C(C[N+]1(CCO)CCOCC1)c1cccc2ccccc12 | 1% | -4%
C(=Nc1cnc2ccccc2c1)c1ccncc1 | 5% | 13%
Cc1cccc(Cn2cnc3c(cnn3C(C)(C)C)c2=O)c1F | -22% | -2%
COc1cc2c(NC3CCN(C(C)C)CC3)nc(N3CCCN(C)CC3)nc2cc1OCCCN(C)C | -8% | 10µM*
O=c1[nH]/c(=C/c2ccc3c(c2)OCO3)c(=O)[nH]/c1=C\c1ccc2c(c1)OCO2 | -29% | 0%
CCCCCCCCN(CCCCCCCC)c1ccc(/C=C/c2ccnc3ccccc23)cc1 | 9% | 11%
Cc1ccnc2ncccc12 | 8% | -4%
O=CC(=O)c1ccc(Br)cc1 | -22% | 2%
Cc1sc2ccccc2[n+]1CCC[n+]1c(C)sc2ccccc21 | -38% | 11µM*
O=C1c2ccccc2-c2cc([N+](=O)[O-])c([N+](=O)[O-])cc21 | -27% | u
Cc1csc(NCC(=O)c2c[nH]c3ccccc23)n1 | 3% | -1%
O=C(C[n+]1ccccc1Cl)c1ccc(O)c(O)c1 | -5% | 1%
O=C(Nc1ccc2c(c1)CCC2)c1cnn2c1NC(=C1CC1)C=C2C(F)F | -4% | -3%
CN(C)c1ccc(/C=C/c2ccnc3c(N)cccc23)cc1 | -54% | 1%
CC(=O)N1CCN(/[N+]([O-])=N/Oc2ccc([N+](=O)[O-])cc2[N+](=O)[O-])CC1 | -98% | u
C(=C\c1ccnc2ccccc12)/c1ccc(N2CCOCC2)cc1 | -6% | -22%
COc1cc(C=O)cc(OC)c1[N+](=O)[O-] | 6% | -9%
COc1cccc(/C=C/c2ccc3ccccc3[n+]2C)c1OC | -10% | 0%
CC1(C)S[C@@H]2C(C(=O)O)NC(=O)N2C1C(=O)O (stereo not given in full) | 13% | -4%
Ic1ccc(Nc2nc(NCCN3CCOCC3)nc(N3CCCC3)n2)cc1 | -29% | u
C=CC[n+]1cccc2cccc(O)c21 | -1% | 1%
COc1cc2c(NC3CCN(C)CC3)nc(N3CCCCC3)nc2cc1OCCOCCN1CCCC1 | -2% | u
NC(=O)COc1ccccc1C(=O)Nc1ccccc1 | 2% | 5%
Brc1ccc(C2C=Cc3ccccc32)cc1 (stereo not given) | 3% | 0%
O=c1cc(O)c2c([nH]1)CCC2 | -4% | 14%
CN(C)c1ccc(/C=C2\C=Cc3ccccc32)cc1N | -35% | -20%
Cc1cc(Br)ccc1NC(=O)COC(=O)c1ccccc1OCC(N)=O | -8% | -10%
COc1ccccc1C(C)NCC(=O)c1c(C)[nH]c2ccccc12 (stereo not given) | -25% | -9%
O=C1CCC[C@@H]2C[C@@]3(C[C@@H]4CCN1[C@H]24)Nc1ccccc1NC3=NC1CCCCC1 | 2% | u

(list continues)
SMILES | HepG2 viability | TGFb inhibitor
C[n+]1ccnc2cc(Cl)ccc21 | 1.4µM* | 1.1µM*
N#Cc1ccc[n+](CC(=O)c2ccc(O)c(O)c2)c1 | 0% | 18%
COc1cc(OC)c(/C=C/c2ccc3ccccc3[n+]2[O-])c(OC)c1 | 1% | 7%
Cc1cc(N(C)C)ccc1/C=C/c1ccnc2ccccc12 | -2% | 29%
Cc1ccc2nc(-c3ccc(C)c(NC(=O)COc4ccc(Br)cc4)c3)oc2c1 | -5% | -5%
CCc1c(C)c2ccccc2[nH]c1=O | -4% | 11%
O/N=C(/C[n+]1ccsc1)c1ccc(I)cc1 | -4% | -3%
COc1ccc(/C=C/c2ccccn2)cc1 | -53% | u
Cc1ccccc1CN1Cc2cccc3c2[C@H](C=CC3)CC1=O | -4% | u
CCCCc1c(C)[nH]c2c(OC)cccc2c1=S | -13% | -19%

Compound profiles, as listed above.
`C[n+]1ccnc2cc(Cl)ccc21` is listed as HepG2 viability = 1.4µM*; TGFb inhibitor = 1.1µM*
`COc1ccc(/C=C/c2ccccn2)cc1` is listed as HepG2 viability = -53%; TGFb inhibitor = u

(continued)
SMILES | HepG2 viability | TGFb inhibitor
CN(C)c1ccc(/C=[N+]2\C(=O)CC(=O)NC2=O)cc1 | 1% | 1%
c1cc2c3c(c1)CCC[N+]3(C1CCCCC1)CCC2 | -11% | -25%
COc1ccc[n+](CC(=O)c2ccc(F)cc2)c1 | 0% | -1%
O=C(C[n+]1ccccc1Cl)c1ccc(I)cc1 | -5% | -7%
COCCOC(=O)N1CCN(/[N+]([O-])=N/Oc2ccc([N+](=O)[O-])cc2[N+](=O)[O-])CC1 | -98% | u
CCOc1ccc(/C=C/c2ccc3ccccc3n2)cc1OCC | -9% | -2%
COc1cccc2nccc(/C=C/c3ccc(N(C)C)cc3)c12 | -23% | 18%
COc1ccccc1NC(C)C(=O)c1c[nH]c2ccccc12 (stereo not given) | -22% | -21%
COc1ccc(C(=O)C[n+]2cccc3cccc(O)c32)cc1 | 10% | 22%
CN(C)c1ccc(/C=C/c2ccccn2)cc1 | -12% | 20%
CC(NS(=O)(=O)c1ccccc1[N+](=O)[O-])c1ccccn1 (stereo not given) | 5% | 3%

Part of the list above in order of molecular weight, descending:
SMILES | HepG2 viability | TGFb inhibitor
COCCOC(=O)N1CCN(/[N+]([O-])=N/Oc2ccc([N+](=O)[O-])cc2[N+](=O)[O-])CC1 | -98% | u
CC(NS(=O)(=O)c1ccccc1[N+](=O)[O-])c1ccccn1 (stereo not given) | 5% | 3%
COc1ccc[n+](CC(=O)c2ccc(F)cc2)c1 | 0% | -1%

Source: PubChem BioAssay

These rows are one share of the data; the hit share may differ from the screen's.
